TAG inh – inhibitors of triacylglycerol accumulation, primary screen, cell-based, uHTS, fluorescence, H9c2. AID 651582, 2012. inhibition, % at 12.5 µM. actives 0.66% (n = 230,000). H9c2 cells, Nile Red lipid (TAG) fluorescence; cells loaded with 200 µM oleic acid;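 active = pattern-corrected inhibition of lipid staining of at least 50% with the nuclear-stain viability signal not falling by more than 50%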;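 also: 0% = DMSO wells and 100% = triacsin C control wells; some results filed as inactive read as strong as hits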
TAG inh DAPI viability – also measured in TAG inh; calls as there; DAPI nuclei signal change (viability), lower = more cytotoxic, %;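 whole-well DAPI fluorescence read on a plate reader as a viability signal; minus 50 percent equals half of cells still viable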
* marks the source's active call; other numbers are inactive results. Not all compounds are listed; the hit share may differ from the screen's.

SMILES	TAG inh	TAG inh DAPI viability
C=CCn1c(SCC(=O)c2c(N)n(CCC)c(=O)n(C)c2=O)nnc1-c1ccncc1	1	-11
Cc1ccc2c(c1)NC(C(C)(C)C)CO2 (stereo not drawn)	-5	9
CCn1nc(C)c(NC(=O)CCCSc2nc(-c3ccco3)cc(C(F)(F)F)n2)c1C	-5	6
COc1ccc(CC(=O)n2[nH]c(=O)c3ccccc3c2=O)cc1OC	4	3
NC(=O)C1(Nc2ccc([N+](=O)[O-])cc2)CCCC1	-11	7
COc1ccc(N2CCN(C(=O)c3ccc(Cl)c(S(=O)(=O)N4CCOCC4)c3)CC2)cc1	3	-5
COc1cc(C)ccc1OCC(=O)OCC(=O)NCC1CCCCC1	-9	-7
COc1ccc(NC(=O)c2cc3cc(OC)ccc3oc2=O)cc1	4	-2
CCNc1nc(Cl)nc(NCc2ccccc2)n1	-197	0
COc1ccc(C(c2nnnn2Cc2ccccc2)N2CCN(C(=O)c3ccco3)CC2)cc1OC (stereo not drawn)	-4	6
Clc1ccc(-c2csc(N3CCOCC3)n2)cc1	4	-3
COc1ccc(CCNc2nc3ccccc3n3cnnc23)cc1OC	12	-10
C/C(=N\Nc1ccc(C(=O)O)cc1)c1ccc(-n2ccnc2)cc1	6	-5
COc1ccc(C(=O)NC2CCCc3ccccc32)cc1S(=O)(=O)N1CCOCC1 (stereo not drawn)	17	-1
CC1=Nc2ccccc2/C1=C\c1nc(-c2ccccc2)oc1O	-1	-5
COc1ccccc1N1CCN(C(=S)NC(=O)/C=C/c2ccccc2)CC1	21	-5
Cc1csc(NC(=O)Cc2nn(C)c(=O)c3ccccc23)n1	-30	-3
CN(CC(=O)Nc1cccc(F)c1)C(=O)CCNC(=O)c1ccc(Br)cc1	-3	-5
Cc1cccc(N(C(=O)CS(=O)CC(=O)Nc2ccc3c(c2)OCO3)C(C)C(=O)NC2CCCC2)c1C (stereo not drawn)	6	3
OCCC#Cc1ccc(CN2CCN(C3CCCCC3)C(CCO)C2)cc1 (stereo not drawn)	1	-11
COc1ccc(C2=CCN3CCCCC3C2)c(-c2ccc(OC)c(OC)c2)c1 (stereo not drawn)	-15	4
O=C1CCC(C(=O)N2CCCC2)CN1Cc1cccc(C(F)(F)F)c1 (stereo not drawn)	-14	1
Cc1ccc(-c2nc3c(c(SCC(=O)N4CCOCC4)n2)COC(C)(C)C3)cc1	27	-13
CCC1CCCCN1C(=O)c1ccc(OC2CCN(C(=O)COC)CC2)cc1 (stereo not drawn)	6	-3
Cc1c(C(=O)NCC2CCCO2)oc2ccc(S(=O)(=O)N3CCCC3)cc12 (stereo not drawn)	-5	10

Reprinted at random: six records from the list
SMILES	TAG inh	TAG inh DAPI viability
COc1ccc(CCNc2nc3ccccc3n3cnnc23)cc1OC	12	-10
COc1ccc(C2=CCN3CCCCC3C2)c(-c2ccc(OC)c(OC)c2)c1 (stereo not drawn)	-15	4
Cc1ccc2c(c1)NC(C(C)(C)C)CO2 (stereo not drawn)	-5	9
COc1ccc(NC(=O)c2cc3cc(OC)ccc3oc2=O)cc1	4	-2
Cc1ccc(-c2nc3c(c(SCC(=O)N4CCOCC4)n2)COC(C)(C)C3)cc1	27	-13
COc1ccc(C(=O)NC2CCCc3ccccc32)cc1S(=O)(=O)N1CCOCC1 (stereo not drawn)	17	-1

(listing goes on)
SMILES	TAG inh	TAG inh DAPI viability
O=C1[C@H](Cc2ccccc2)NCC=CC[C@H](c2ccco2)N1Cc1ccccc1	-38	9
Cn1c(NCc2cc(Br)ccc2O)nc2ccccc21	-17	7
Cc1ccsc1C(=O)OCC(=O)NCc1ccc2c(c1)OCO2	-13	8
O=C1C=C(NCc2ccc(Cl)c(Cl)c2)C2(CCCCC2)O1	-14	-4
CC(C)Cn1c(-c2cccs2)nc2nc3ccccc3nc21	-2	57
CCCCCCn1c(=O)n2n(c1=O)[C@@H]1CN(S(=O)(=O)c3ccc(C)cc3)C[C@]1(O)[C@@H](OC(=O)NCC1CCCCC1)C2	4	-7
Cc1ccc(S(=O)(=O)N2CCN(C(=O)CCC(=O)Nc3ccc(Br)c(C)c3)CC2)cc1	-10	-1
Cc1ccc2c(COC(=O)c3n[nH]c4ccccc34)cc(=O)oc2c1	16	8
Cc1ccc(S(=O)(=O)N2CCCOC2CNC(=O)C(=O)NCc2ccc3c(c2)OCO3)cc1 (stereo not drawn)	15	-7
Cc1cc2c(SCc3ccccc3Cl)nc(N)nc2nc1C	-19	21
COc1ccccc1N1C(=O)S/C(=C\c2cccs2)C1=O	-12	-4
Cc1nnc(SCC(=O)NCC2COc3ccccc3O2)s1 (stereo not drawn)	0	-2
CCOc1ccc(OCCCC(=O)ON=C(N)c2ccccc2C)cc1	-25	-5
COCCNC(=O)c1cc(Br)ccc1Cl	-9	15
COc1ccc(OC)c(/C=N/NC(=O)c2cc3c(OC)cccc3[nH]2)c1	15	5
O=C(N/N=C/c1ccc(OCCCF)cc1)c1cc(OCC(F)(F)F)ccc1OCC(F)(F)F	1	4
CC1(C)CN(c2ccc(Br)cc2Br)C1=O	5	1
Cc1cc(C)n(-c2ncnc3c2oc2ccccc23)n1	-7	3
CC(OC(=O)c1cc(S(=O)(=O)N2CCOCC2)ccc1Br)C(=O)N1CCOCC1 (stereo not drawn)	5	-4
C=C(C)C1Cc2nc(N)nc(C)c2C1 (stereo not drawn)	-7	7
CCCc1ccc2oc(C(=O)N3CCC[C@H]3CO)c(C)c2c1	2	6
Cc1noc(C)c1S(=O)(=O)N(C)C[C@H]1OCc2cn(nn2)CCCC(=O)N([C@H](C)CO)C[C@@H]1C	-1	2
Nn1c(SCC(=O)Nc2ccc(F)cc2)nnc1-c1ccccn1	-12	9
CCN(CC)CCCSc1nc2ccccc2s1	-2	-6
CC(C)CC(=O)Nc1ccc(-c2nnn(CC(=O)NCc3ccco3)n2)cc1	-15	4

Next part
SMILES	TAG inh	TAG inh DAPI viability
CC(NC(=O)Oc1cccc2ccccc12)c1ccccc1 (stereo not drawn)	-2	4
CSCCC(NC(=O)COc1ccccc1)C(=O)OCc1ccc([N+](=O)[O-])cc1 (stereo not drawn)	1	4
NC(=O)C1CCN(C2=C(NS(=O)(=O)c3ccccc3)C(=O)c3ccccc3C2=O)CC1	0	4
CCc1cc2c(=O)n(Cc3ccco3)c(SCc3c(C)noc3C)nc2s1	9	-7
CSc1nc(C)cc(SC(C(C)=O)C(=O)Nc2ccccc2)n1 (stereo not drawn)	-12	5
O=C(OCc1ccccc1)C1=NNC2C(=O)N(c3ccc(Br)cc3)C(=O)C12 (stereo not drawn)	0	-6
CN(C)S(=O)(=O)c1cccc(NC(=S)N(CCC#N)Cc2cccnc2)c1	0	-12
Nc1ccc2nc(CCCCCCCCc3nc4ccc(N)cc4[nH]3)[nH]c2c1	-7	16
O=C(CCCN1C(=O)c2cccc3cccc(c23)C1=O)NCc1cccs1	-18	4
Cc1ccc(CN2CCNC(=O)C2CC(=O)O)cc1 (stereo not drawn)	-14	8
Cn1cc(/C(Cc2ccccc2)=N\O)c2ccccc21	3	-3
Cc1ccc(NC(=O)c2nc3nccc(C)n3n2)c(C)c1	4	1
Cc1ccc(S(=O)(=O)N2CCN(c3ccccc3)CC2)cc1	1	-6
N/C(CS(=O)(=O)c1ccccn1)=N\OC(=O)c1ccccc1Cl	-3	11
COc1ccc(Cl)cc1NC(=O)CN(C)C(=O)c1ccc(N2CCCCC2)c([N+](=O)[O-])c1	-38	0
O=C1c2nc3cc(-c4ccco4)[nH]n3c(=O)c2CN1Cc1ccccc1	5	1
Nc1c2c3c(sc2nc(=O)n1N)CCCC3	17	3
CC(C)(C)SCCNC(=O)CN(c1ccc(F)cc1)S(=O)(=O)c1ccccc1	-12	5
COCCn1c(CN(C)Cc2ccccc2)nc2c1c(=O)n(C)c(=O)n2C	-13	7
CCC1(CC)NC(=O)N(CC(=O)Nc2sc3c(c2C(N)=O)CCC3)C1=O	4	-12
Cc1ccc(C(NC(=O)C2CCN(CCOc3ccc(Cl)cc3)CC2)c2ccccn2)cc1 (stereo not drawn)	0	10
O=C(NC(=S)Nc1ccccc1N1CCCCC1)c1ccc(-c2cccc([N+](=O)[O-])c2)o1	-4	1
O=C(CSCC(=O)NC1CC1)Nc1ccc2ccccc2c1	1	7
CN(c1ncc(C(F)(F)F)cc1Cl)n1cc(C(=O)O)c2ccccc2c1=O	0	0
Cn1ncc2c(Nc3ccccc3Br)ncnc21	3	-4

(next part)
SMILES	TAG inh	TAG inh DAPI viability
CCOC(=O)c1cnn(-c2nc(SC)nc3sc4c(c23)CCC4)c1N	9	5
CC(C)(C)NC(=O)C(OC(=O)c1cccs1)c1ccc(C#N)cc1 (stereo not drawn)	-16	7
Cc1c(NC(=O)Nc2ccc(F)cc2F)c(=O)n(-c2ccccc2)n1C	-17	1
CNC(=S)N(Cc1ccco1)Cc1cc2cc(OC)c(OC)cc2[nH]c1=O	7	12
CCOC(=O)c1c(-c2cccs2)csc1N	0	-13
Cc1[nH]nc2c(=S)[nH]c(=O)[nH]c12	-9	-10
O/N=C/c1cc(Br)ccc1OCc1ccccc1F	0	-14
CCOc1ccccc1C=NNC(=O)CCCCC(=O)NN=Cc1ccccc1OCC	-13	8
Cc1ncc([N+](=O)[O-])n1CC(=O)Nc1ccccc1Cl	-19	8
O=C(Cc1ccc(Br)cc1)Nc1nc2ccccc2[nH]1	10	-3
CC(=O)c1cccc(S(=O)(=O)N2CCC(C(=O)OC3CCOC3=O)CC2)c1 (stereo not drawn)	-20	-1
N#CCCN(CCC#N)S(=O)(=O)c1ccc(C(=O)Nc2nc(-c3ccccc3)c(C(=O)c3ccccc3)s2)cc1	7	4
Cc1ccccc1-n1c(-c2ccc(=O)[nH]n2)n[nH]c1=S	11	-3
CC(=O)Nc1ccc(N(C(=O)Cn2nnc3ccccc32)C(C(=O)NC2CCCC2)c2ccc(O)c(O)c2)cc1 (stereo not drawn)	5	-3
Cc1cc(O)c(C(C)C)cc1NC(=S)Nc1cc(C(C)C)c(O)cc1C	2	-6
Cc1cccc(NC(=O)COC(=O)CNC(=O)C2CCCCC2)c1	12	-11
COc1cccc(Oc2c(C)oc3c(CN4CCOCC4)c(O)ccc3c2=O)c1	-2	14
NCCCn1c(C(=O)c2cc(Cl)c(N)c(Cl)c2)c2ccc(C(F)(F)F)cc2[n+]1[O-]	-7	1
O=C(NCc1ccccn1)Nc1ccccc1	-2	-6
CCCn1c(C(O)c2ccc(OC)cc2)nc2ccccc21 (stereo not drawn)	-26	3
CCOC(=O)c1ccccc1OCc1cc(/C=N/n2cnnc2)ccc1OC	-3	3
CC(=O)Nc1cccc(NS(=O)(=O)c2ccccc2[N+](=O)[O-])c1	0	3
COc1cccc(/C=N/NC(=O)CNC(=O)C2COc3ccccc3O2)c1O (stereo not drawn)	-3	-32
N#C/C(=N/Nc1ccc(OC(F)(F)F)cc1)C(N)=S	-2	-1
CCN1CCN(c2ncc(C(=O)Nc3c(F)cc(F)cc3Br)c3ccccc23)CC1	44	-22

Next part; the last 4 above are carried over.
SMILES	TAG inh	TAG inh DAPI viability
CC(=O)Nc1cccc(NS(=O)(=O)c2ccccc2[N+](=O)[O-])c1	0	3
COc1cccc(/C=N/NC(=O)CNC(=O)C2COc3ccccc3O2)c1O (stereo not drawn)	-3	-32
N#C/C(=N/Nc1ccc(OC(F)(F)F)cc1)C(N)=S	-2	-1
CCN1CCN(c2ncc(C(=O)Nc3c(F)cc(F)cc3Br)c3ccccc23)CC1	44	-22
Cc1cccc(Oc2ccc(S(=O)(=O)N3CCCCC3)cc2NC(=O)C2=COCCO2)c1	5	6
CCN(C(=O)CSc1nnnn1-c1ccccc1)C1CCS(=O)(=O)C1 (stereo not drawn)	11	-13
Cc1ccc(N(CC(=O)N/N=C/c2cc(C)n(-c3ccccc3)c2C)S(C)(=O)=O)c(C)c1	-12	1
O=C(NC(=S)NC1CCSC1=O)c1ccc([N+](=O)[O-])cc1 (stereo not drawn)	11	-5
CCSC(=N)N	-3	-2
N#Cc1ccc(CN(Nc2ccccc2)c2ccccc2)cc1	55	-57
COc1ccccc1CNC(=O)C1CCN(S(=O)(=O)c2c(C)noc2C)CC1	-2	-8
CN(CC(=O)Nc1cccc(F)c1)C(=O)c1cc(=O)[nH]c2ccccc12	6	-4
Cc1ccc(C)c(S(=O)(=O)Nc2ccc(C(=O)N3CCC3)cc2)c1	-9	-4
Cc1nn(C)c(C)c1NC(=O)CSc1nc(-c2ccccc2Cl)nc2c1cnn2-c1ccccc1	4	-1
C[C@H]1CN([C@@H](C)CO)C(=O)CCCn2nncc2CO[C@H]1CN(C)C(=O)Nc1ccc2c(c1)OCO2	-2	-7
O=C(Nc1cccnc1Cl)c1ccc(Cl)cc1	-23	26
CCC(=O)N1CCc2cc(S(=O)(=O)N3CCc4ccccc43)ccc21	-18	-13
COc1cc2c(cc1OC)C(c1ccccc1C)CC(=O)N2 (stereo not drawn)	-5	2
CCOC(=O)c1cc(C)sc1NC(=O)CSc1nccn1C	-14	3
CCOCCCNC(=O)C(c1ccc(Cl)cc1)N(Cc1ccc2c(c1)OCO2)C(=O)CNC(C)=O (stereo not drawn)	-8	3
CCCCn1c(N)c(N(CCC(C)C)C(=O)c2cc(S(=O)(=O)N3CCOCC3)ccc2F)c(=O)[nH]c1=O	-9	-1
O=c1c2c(O)cc(O)cc2oc2c(O)ccc(O[C@H]3O[C@@H](CO)[C@H](O)[C@@H](O)[C@@H]3O)c12	-1	-2
CC1=CN2C(=NC(=O)CC2(C)C(=O)N(CC(=O)NC2CCCC2)c2ccccc2C)C=C1 (stereo not drawn)	4	5

Compound activity deposited in PubChem by Sanford-Burnham Center for Chemical Genomics.
